ERAP1 inh: ERAP1 (human) enzyme inhibition. 340,000 compounds, 0.15% hits. inhibition, % at 10.7 µM. Q9NZ08. recombinant ERAP1, Leu-AMC fluorescence, 60 min. AID 652197;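 active = mean replicate inhibition of at least 30%, or all replicates individually reaching that 30% level; inactive = mean below 30% and not every replicate reaching it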;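 also: 0% = neutral control wells and 100% = L-leucinethiol positive control wells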
Target sequence (Q9NZ08 whole entry, looked up): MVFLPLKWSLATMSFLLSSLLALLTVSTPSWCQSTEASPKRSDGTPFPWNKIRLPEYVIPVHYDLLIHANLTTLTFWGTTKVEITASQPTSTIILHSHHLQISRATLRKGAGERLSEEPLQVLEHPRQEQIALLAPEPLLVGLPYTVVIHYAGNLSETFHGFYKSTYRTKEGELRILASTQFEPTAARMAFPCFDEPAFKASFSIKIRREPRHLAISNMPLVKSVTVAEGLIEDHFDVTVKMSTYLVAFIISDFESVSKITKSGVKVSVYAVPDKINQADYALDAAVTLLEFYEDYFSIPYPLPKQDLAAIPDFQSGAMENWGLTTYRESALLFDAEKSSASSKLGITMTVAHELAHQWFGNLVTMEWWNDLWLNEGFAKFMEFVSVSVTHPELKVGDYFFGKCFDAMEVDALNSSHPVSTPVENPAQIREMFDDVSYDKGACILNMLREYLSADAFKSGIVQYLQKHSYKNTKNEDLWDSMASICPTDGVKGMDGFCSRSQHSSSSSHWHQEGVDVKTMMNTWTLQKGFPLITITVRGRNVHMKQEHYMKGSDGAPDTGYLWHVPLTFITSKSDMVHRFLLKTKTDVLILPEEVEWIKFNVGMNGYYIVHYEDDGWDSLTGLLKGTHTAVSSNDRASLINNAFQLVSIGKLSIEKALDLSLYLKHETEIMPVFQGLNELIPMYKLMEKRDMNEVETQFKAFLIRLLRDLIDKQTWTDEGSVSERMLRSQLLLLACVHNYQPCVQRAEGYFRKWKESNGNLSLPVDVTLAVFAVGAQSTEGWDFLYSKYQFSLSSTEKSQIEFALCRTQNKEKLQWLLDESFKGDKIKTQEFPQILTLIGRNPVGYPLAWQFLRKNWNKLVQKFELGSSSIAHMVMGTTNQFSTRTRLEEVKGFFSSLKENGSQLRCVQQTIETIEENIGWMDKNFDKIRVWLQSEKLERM
PGC1a acetyl inh: modulators of PGC1a acetylation; U2OS PGC1a acetylation, AlphaScreen anti-acetyl-lysine; with virally co-expressed GCN5 acetyltransferase; inhibition, % at 15.6 µM; 350,000 compounds, 0.17% hits;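 active = every replicate shows inhibition of at least 40%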;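 also: 0% = neutral control wells and 100% = positive control wells; some results beyond the cut were filed as inactive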
Cneo AK release: Cryptococcus neoformans lysis via adenylate kinase release. C. neoformans lysis, adenylate kinase release luminescence, 4 h; normalised: neutral wells 0, clomiphene wells 100. lysis activity, % at 15 µM. 360,000 compounds, 0.2% hits. AID 651654;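 active = mean lysis activity across replicates of at least 80%, whatever share of replicates individually reach that level; inactive = mean lysis activity below 80%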
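Schedule: static 4 h at 37 °C with compound, 1 h detection; system: C. neoformans cells; benchmarks: Clomiphene as positive control; buffer or medium: fresh YPD medium; measure: luminescence rise reflecting yeast cell lysis; measured by: luminescent adenylate kinase detection reagent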
C2C12 statin: suppression of simvastatin myotoxicity; C2C12 myotubes + simvastatin, ATP luminescence, 48 h; scaled: DMSO 0, geranylgeraniol control 100; rescue of ATP level, % at 7.49 µM; 330,000 compounds, 0.78% hits;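 active = mean ATP rescue above about 67%, or every replicate alone reaching that limit, limit read from the data, passing the limit was not always enough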;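 also: myotubes were challenged with 10 µM simvastatin during compound exposure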
S100A4 inh HTS: S100A4-myosin IIA interaction inhibition | S100A4/TAMRA-MyoIIA peptide fluorescence polarization | 360,000 compounds, 0.14% hits | inhibition, % at 10.7 µM | P26447;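 active = mean inhibition of at least 70% across replicates, with every replicate also reaching that level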
Target sequence (P26447 whole entry, looked up): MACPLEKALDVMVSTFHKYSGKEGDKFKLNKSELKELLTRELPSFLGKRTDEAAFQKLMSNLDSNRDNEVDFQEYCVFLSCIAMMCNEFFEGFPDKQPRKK
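Test system: S100A4 monomer protein. Medium: HEPES buffer with Ca2+, pH 7.2. Reagent: fluorescent myosin IIA peptide, 5 nM. Compound dosing: single-point compound testing. Timing: 5 min between mix addition and reading. Benchmarks: DMSO neutral and TFP positive wells.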
LGR2 antag: Drosophila LGR2 receptor signaling inhibition; inhibition, % at 9.99 µM; 380,000 compounds, 0.35% hits; AID 720647; HEK293 LGR2, CRE-luciferase, bursicon-stimulated, 4 h;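 active = drop in luminescence signal, shown as inhibition above about 50% in the replicate tests, limit read from the data, passing the limit was not always enough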;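 also: agonist challenge used bursicon conditioned medium at about half maximal strength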
XiGFP reactiv: reactivates the inactive X chromosome in mouse fibroblasts; activation, % at 7.58 µM; 360,000 compounds, 0.055% hits; AID 743238; XiGFP mouse fibroblasts, % GFP-positive cells imaging, 3 d; cells co-treated with 5-aza-dC sensitizer; scaled so ellipticine positive control = 100%;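 active = mean normalized replicate activation at least 10% and every replicate at or above 10%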;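 also: 0% = median of on-plate neutral control wells and 100% = ellipticine 6 µM median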
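System: 68-5-11 XiGFP fibroblast line; Timing: 3 days compound exposure; Compound dosing: one concentration, pinned; Benchmarks: positive control ellipticine, 6 µM final; Buffer or medium: DMEM containing 5-aza-dC.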
SIRT5 block: inhibitors of human sirtuin-5 desuccinylase; 330,000 compounds, 1.1% hits; Purified SirT5, succinyl-peptide AMC, trypsin-coupled fluorescence; Q9NXA8; inhibition, % at 15 µM; in the data active = inhibition above about 15%
The depositor's hits bear a star.

CO[C@@H]1CN(C)C(=O)c2ccc(NC(=O)Nc3cc(F)ccc3F)cc2OC[C@@H](C)N(C(=O)c2cnccn2)C[C@@H]1C was read as ERAP1 inh 0, PGC1a acetyl inh -5, S100A4 inh HTS 3, LGR2 antag 9, XiGFP reactiv 0.4 and SIRT5 block -2.
CCN(CC)S(=O)(=O)c1ccc2c(c1)N(CC(=O)NCCN1CCOCC1)C(=O)CO2 was read as ERAP1 inh 4, PGC1a acetyl inh 3, Cneo AK release -5, C2C12 statin 116*, S100A4 inh HTS -10, LGR2 antag -7, XiGFP reactiv 0.0 and SIRT5 block 4.
For Cc1ccnc(NC(=O)CCC(=O)N(CC(=O)NC2CCCCC2)Cc2ccccc2)c1 the results were ERAP1 inh -1, PGC1a acetyl inh -5, S100A4 inh HTS 0, LGR2 antag -4, XiGFP reactiv 0.1 and SIRT5 block -1.
For O=S(=O)(c1ccccc1)N1C[C@H]2[C@@H](c3ccccc31)[C@@H](CO)N2Cc1ccc2c(c1)OCO2 the results were ERAP1 inh 6, PGC1a acetyl inh -19, Cneo AK release -3, C2C12 statin 33, S100A4 inh HTS 4, LGR2 antag 12, XiGFP reactiv 0.0 and SIRT5 block 3.
For COc1ccc(NC(=O)N[C@@H]2CC[C@H](CCNC(=O)Cc3ccncc3)O[C@@H]2CO)cc1 the results were ERAP1 inh 0, PGC1a acetyl inh -5, Cneo AK release -1, C2C12 statin 1, S100A4 inh HTS -11, LGR2 antag 10, XiGFP reactiv 1.7 and SIRT5 block -2.
`COc1ccc(C(C)(C)C)cc1NC(=O)c1cncc(Br)c1` gave PGC1a acetyl inh -8, Cneo AK release -1, C2C12 statin -14 and LGR2 antag 8.
Cc1cc(C(=O)Nc2ccc3c(c2)C(=O)N(C)[C@H]2CC[C@@H](CC(=O)N[C@@H](C)c4ccccc4)O[C@H]2CO3)no1 was read as ERAP1 inh -4, PGC1a acetyl inh 3, Cneo AK release 100*, C2C12 statin 10, S100A4 inh HTS 2, LGR2 antag 15, XiGFP reactiv 0.1 and SIRT5 block -1.
Screening COc1ccccc1NC(=O)c1ccc[n+]([O-])c1 returned ERAP1 inh -2, PGC1a acetyl inh -2, Cneo AK release 2, C2C12 statin 0, S100A4 inh HTS -6, LGR2 antag 4, XiGFP reactiv 0.2 and SIRT5 block -2.
Screening C/C=C/c1ccc([C@H]2[C@@H](CO)N(C(=O)CN(C)C)C23CN(C(=O)C2CCC2)C3)cc1 returned ERAP1 inh -2, PGC1a acetyl inh 1, S100A4 inh HTS -25, LGR2 antag -11, XiGFP reactiv 0.3 and SIRT5 block -2.
C/C(CC(=O)NC1CCCCCC1)=N\NC(=O)c1cnccn1 was read as ERAP1 inh 2, S100A4 inh HTS -6, LGR2 antag -5, XiGFP reactiv 0.0 and SIRT5 block 1.
For COc1ccc(C(=O)NCC(=O)OCC(=O)NCc2ccco2)cc1 the results were ERAP1 inh 4, PGC1a acetyl inh 0, Cneo AK release 2, C2C12 statin -1, S100A4 inh HTS 2, LGR2 antag 3, XiGFP reactiv 0.6 and SIRT5 block -1.
`COc1ccc(OC)c(N/C(N)=N/c2nc(C)cc(C)n2)c1` gave ERAP1 inh 1, Cneo AK release -2, C2C12 statin -23, S100A4 inh HTS -19, LGR2 antag 2, XiGFP reactiv 0.1 and SIRT5 block -1.
For Cc1cccc(Nc2nc(-c3ccc(F)cc3)cs2)n1 the results were ERAP1 inh 0, PGC1a acetyl inh -5, Cneo AK release 3, C2C12 statin 5, S100A4 inh HTS -9, LGR2 antag -50, XiGFP reactiv 0.1 and SIRT5 block -5.
Screening CC(=O)N1c2ccc(S(=O)(=O)N3CCC(C(=O)NC4CCCCC4C)CC3)cc2CC1C (centres undefined) returned ERAP1 inh 2, PGC1a acetyl inh -13, Cneo AK release 1, C2C12 statin 3, S100A4 inh HTS 3, LGR2 antag -15 and XiGFP reactiv 0.4.
For CCc1ccccc1OCC(=O)N(CC)CC(=O)NCc1ccc(F)cc1 the results were ERAP1 inh 1, S100A4 inh HTS -7, LGR2 antag 21, XiGFP reactiv 0.0 and SIRT5 block 0.
For Cc1noc(C)c1NC(=O)Nc1ccc2c(c1)C(=O)N([C@@H](C)CO)C[C@@H](C)[C@H](CN(C)C(=O)NC(C)C)OCCCC[C@H](C)O2 the results were ERAP1 inh 0, PGC1a acetyl inh -4, Cneo AK release 2, S100A4 inh HTS 2, LGR2 antag -16, XiGFP reactiv 0.0 and SIRT5 block -9.
O=C(Nc1nnc(S(=O)(=O)N2CCCCCC2)s1)c1ccccc1F was read as ERAP1 inh 2, PGC1a acetyl inh 4, Cneo AK release -2, C2C12 statin -62, S100A4 inh HTS -1, LGR2 antag -29, XiGFP reactiv -0.2 and SIRT5 block 2.
`Cc1ccc(Sc2oc(/C=N/n3cnnc3)cc2Br)cc1` gave ERAP1 inh 3, PGC1a acetyl inh 2, Cneo AK release 1, C2C12 statin 23, S100A4 inh HTS -2, LGR2 antag 10 and SIRT5 block 2.
Screening Cc1ccc2nccc(C(=O)N3CCCC(Nc4ccc(F)cc4)C3)c2c1 (centres undefined) returned ERAP1 inh 0, PGC1a acetyl inh 4, Cneo AK release 0, C2C12 statin 7, S100A4 inh HTS -7, LGR2 antag 9, XiGFP reactiv 0.2 and SIRT5 block -8.
Cc1ccc(S(=O)(=O)N(C)C[C@H]2Oc3ccc(NC(=O)Cc4ccccc4)cc3CC(=O)N([C@@H](C)CO)C[C@@H]2C)cc1 was read as ERAP1 inh 2, PGC1a acetyl inh -3, Cneo AK release 50, C2C12 statin 85*, S100A4 inh HTS -9, LGR2 antag 18 and XiGFP reactiv 0.1.
`Cc1cccc(CCNC(=O)c2nnc(Cc3ccc(Cl)cc3)o2)c1` gave PGC1a acetyl inh 3, Cneo AK release 3, C2C12 statin 7, S100A4 inh HTS 3, LGR2 antag 16 and XiGFP reactiv 0.0.
Screening COc1ccccc1S(=O)(=O)Nc1ccc2c(c1)C(=O)N(C)C[C@@H](OC)[C@@H](C)CN[C@H](C)CO2 returned PGC1a acetyl inh -12, Cneo AK release -1, C2C12 statin -14, S100A4 inh HTS 6, LGR2 antag 3, XiGFP reactiv 0.0 and SIRT5 block 2.
`COc1ccc(/C(N)=N/OC(=O)CCCc2ccccc2)cc1OC` gave PGC1a acetyl inh -6, Cneo AK release 1, LGR2 antag -14 and XiGFP reactiv 0.1.
CCOC(=O)C1=CC[C@@H](c2ccccc2)N(S(=O)(=O)c2ccc(C)cc2)[C@H]1c1ccc(CC)cc1 was read as ERAP1 inh -8, PGC1a acetyl inh -76, Cneo AK release 3, C2C12 statin 17, S100A4 inh HTS -1, LGR2 antag 5, XiGFP reactiv 0.0 and SIRT5 block -2.
For CC(=O)Nc1ccc(S(=O)(=O)N(Cc2ccccc2)c2ccccc2)cc1 the results were ERAP1 inh 1, PGC1a acetyl inh -7, Cneo AK release -6, C2C12 statin 3, S100A4 inh HTS -10, LGR2 antag 30, XiGFP reactiv 0.0 and SIRT5 block -2.
Screening C[C@@H]1CN([C@@H](C)CO)C(=O)c2cc(NS(=O)(=O)c3ccc(Cl)cc3)ccc2O[C@@H](C)CCCCO[C@H]1CN(C)CC1CCCCC1 returned PGC1a acetyl inh -15, Cneo AK release 9, LGR2 antag 22 and XiGFP reactiv 0.5.
Cc1cc(N2CCN(S(C)(=O)=O)C[C@H]2C)ccc1N1CCN(Cc2ccccc2)[C@H](C)C1 was read as ERAP1 inh 1, S100A4 inh HTS -12, LGR2 antag -25, XiGFP reactiv 0.2 and SIRT5 block -2.
For Cc1ccc(/C=C\c2nccc3c2[nH]c2ccccc23)cc1 the results were ERAP1 inh -4, PGC1a acetyl inh -13, Cneo AK release -16, C2C12 statin -27, S100A4 inh HTS -3, LGR2 antag -40, XiGFP reactiv 0.1 and SIRT5 block -3.
Screening CCCNC(=O)[C@@H]1[C@@H](CO)[C@@H]2Cn3c(ccc(-c4ccccc4F)c3=O)[C@H]1N2S(C)(=O)=O returned ERAP1 inh 0, Cneo AK release -3, C2C12 statin -28, S100A4 inh HTS 4, LGR2 antag -5, XiGFP reactiv 0.1 and SIRT5 block -9.
Screening C[C@H]1CN([C@@H](C)CO)C(=O)c2cc(NS(=O)(=O)c3ccccc3)ccc2O[C@@H]1CN(C)Cc1ccc(Oc2ccccc2)cc1 returned ERAP1 inh -1, PGC1a acetyl inh -1, Cneo AK release -3, C2C12 statin -39, S100A4 inh HTS -8, LGR2 antag 19, XiGFP reactiv -0.2 and SIRT5 block 11.
`CN(C)CC(=O)Nc1ccc2c(c1)[C@H]1C[C@H](CC(=O)N3CCN(C)CC3)O[C@@H](CO)[C@H]1O2` gave ERAP1 inh 2, PGC1a acetyl inh 11, Cneo AK release -1, C2C12 statin -5, S100A4 inh HTS 2, LGR2 antag -11, XiGFP reactiv -0.1 and SIRT5 block 4.
`Cc1ccc(NC(=S)N(Cc2ccc(Br)cc2)Cc2ccc(C(=O)O)cc2)cc1C` gave ERAP1 inh 7, PGC1a acetyl inh -2, S100A4 inh HTS 2, LGR2 antag 0, XiGFP reactiv -0.1 and SIRT5 block 1.
`CN1C(=O)c2cc(NC(=O)Nc3cccc(Cl)c3)ccc2OC[C@H]2O[C@@H](CC(=O)NCCc3ccncc3)CC[C@@H]21` gave ERAP1 inh -1, PGC1a acetyl inh -4, Cneo AK release 0, C2C12 statin -20, S100A4 inh HTS -10, LGR2 antag 27, XiGFP reactiv 0.1 and SIRT5 block 2.
Screening Cc1ccc(C2=NN(C(=O)CN3CCN(C4CCS(=O)(=O)C4)CC3)C(c3ccco3)C2)cc1 (centres undefined) returned ERAP1 inh 0, PGC1a acetyl inh -4, Cneo AK release 0, C2C12 statin 4, S100A4 inh HTS -15, LGR2 antag -34, XiGFP reactiv -0.1 and SIRT5 block -3.
`O=C1CC2c3ccccc3CCN2C(=O)CN1Cc1ccccc1` (centres undefined) gave PGC1a acetyl inh 4, Cneo AK release 0, C2C12 statin 4, S100A4 inh HTS 2, LGR2 antag 2, XiGFP reactiv 0.1 and SIRT5 block -2.
Screening COc1ccc(S(=O)(=O)N(CC(C)C)C2CCS(=O)(=O)C2)cc1OC (centres undefined) returned ERAP1 inh -7, PGC1a acetyl inh 8, Cneo AK release 5, C2C12 statin 0, S100A4 inh HTS -6, LGR2 antag -18, XiGFP reactiv 0.2 and SIRT5 block -3.

By substructure: the entries above with a furan ring, fused or not (three)
For COc1ccc(C(=O)NCC(=O)OCC(=O)NCc2ccco2)cc1 the results were ERAP1 inh 4, PGC1a acetyl inh 0, Cneo AK release 2, C2C12 statin -1, S100A4 inh HTS 2, LGR2 antag 3, XiGFP reactiv 0.6 and SIRT5 block -1.
`Cc1ccc(Sc2oc(/C=N/n3cnnc3)cc2Br)cc1` gave ERAP1 inh 3, PGC1a acetyl inh 2, Cneo AK release 1, C2C12 statin 23, S100A4 inh HTS -2, LGR2 antag 10 and SIRT5 block 2.
Screening Cc1ccc(C2=NN(C(=O)CN3CCN(C4CCS(=O)(=O)C4)CC3)C(c3ccco3)C2)cc1 (centres undefined) returned ERAP1 inh 0, PGC1a acetyl inh -4, Cneo AK release 0, C2C12 statin 4, S100A4 inh HTS -15, LGR2 antag -34, XiGFP reactiv -0.1 and SIRT5 block -3.

Screens as filed in PubChem BioAssay.

Only part of the results is shown. The share of hits here may be higher or lower than overall.
